# Assay outcomes: PubChem, NMMLSC
# Bim-Bcl-XL = inhibitors of Bim-Bcl-XL binding, primary screen, biochemical, multiplexed, bead flow cytometry, human Bcl-XL; inhibition, % at 10 µM; Bcl-2-like protein 1 (Homo sapiens), Q07817; 190,000 tested, 0.04% active; AID 1007, 2008; Bim peptide-Bcl-XL binding, fluorescence
# Target sequence (Q07817 whole entry, looked up): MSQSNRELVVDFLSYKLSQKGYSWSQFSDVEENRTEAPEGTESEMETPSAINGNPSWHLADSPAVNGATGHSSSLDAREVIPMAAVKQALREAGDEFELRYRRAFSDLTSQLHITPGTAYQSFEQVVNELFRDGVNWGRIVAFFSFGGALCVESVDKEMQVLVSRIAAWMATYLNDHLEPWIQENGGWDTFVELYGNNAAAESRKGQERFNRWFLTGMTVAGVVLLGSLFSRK
# Bim-Bfl-1 = inhibitors of Bim binding to Bfl-1, primary screen, biochemical, multiplexed, bead-based flow cytometry. Bcl-2-related protein A1 (Homo sapiens), Q16548. AID 1008, 2008. 190,000 tested, 0.12% active. inhibition, % at 10 µM. Bim-Bfl-1 binding inhibition;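 note: 0% = wells without compound plus tracer and 100% = blocker peptide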
# Bcl-B Bim block = inhibitors of Bim-Bcl-B binding, primary screen, biochemical, multiplexed, human Bcl-2 family | inhibition, % at 10 µM | Bcl-2-like protein 10 (Homo sapiens), Q9HD36 | bead-based flow cytometry, Bim peptide-Bcl-B binding | 190,000 tested, 0.073% active;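 note: 0% = tracer peptide without compound and 100% = reference inhibitor peptide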
# Target sequence (Q9HD36 whole entry, looked up): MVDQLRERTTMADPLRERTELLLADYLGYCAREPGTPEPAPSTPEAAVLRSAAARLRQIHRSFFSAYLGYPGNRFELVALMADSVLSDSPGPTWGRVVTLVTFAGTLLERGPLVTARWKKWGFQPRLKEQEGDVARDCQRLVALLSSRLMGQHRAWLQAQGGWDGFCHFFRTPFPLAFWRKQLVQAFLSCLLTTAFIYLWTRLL
# Rac1 wt modul = wildtype Rac1 GTP binding modulators, primary screen, biochemical, GST-Rac1 beads, flow cytometry, multiplex | Ras-related C3 botulinum toxin substrate 1 (Homo sapiens), P63000 | fluorescent GTP binding; actives lie on both sides; 0 = cold GTP competed, 100 = untreated | GTP binding activity (% of control), % at 10 µM | 190,000 tested, 0.27% active;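 active = GTP binding activity at least 20 points away from the 100% control level, either lower or higher; inconclusive = compound flagged as likely green fluorescent, judged across all proteins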
# Bcl-W Bim block = inhibitors of Bim binding to Bcl-W, primary screen, biochemical, multiplexed, bead-based flow cytometry. 190,000 tested, 0.02% active. inhibition, % at 10 µM. Bim peptide-Bcl-W binding. Bcl-2-like protein 2 (Homo sapiens), Q92843;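 note: 0% = bound tracer without compound and 100% = peptide blocker; higher means less fluorescent Bim peptide bound to Bcl-W beads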
# Target sequence (Q92843 whole entry, looked up): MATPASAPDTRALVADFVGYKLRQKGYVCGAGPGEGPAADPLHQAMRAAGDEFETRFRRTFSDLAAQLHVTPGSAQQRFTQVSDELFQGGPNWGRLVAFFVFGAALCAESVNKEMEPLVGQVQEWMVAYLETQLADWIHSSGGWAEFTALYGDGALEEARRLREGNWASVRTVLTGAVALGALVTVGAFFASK
# Rab2 wt GTP = modulators of GTP binding to Rab2A wildtype, primary screen, biochemical, dog, bead-based flow cytometry, multiplex | GST-Rab2 wt beads, Bodipy-GTP binding | GTP binding activity, % at 10 µM | 190,000 tested, 0.19% active | AID 760, 2007;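 active = GTP binding activity at least 20 points away from 100%, either lowered or raised; inconclusive = signal likely due to the compound's own green fluorescence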;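 note: 0% = beads with excess unlabeled GTP and 100% = no-compound control corrected for plate trend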
# Rac1 mut GTP = GTP binding modulators of activated mutant Rac1, primary screen, biochemical, bead-based flow cytometry, multiplex, fluorescent GTP; Ras-related C3 botulinum toxin substrate 1 (Homo sapiens), P63000; GST-Rac1 activated beads; actives lie on both sides; 100% means binding = to untreated wells; percent activity (GTP binding), % at 10 µM; 190,000 tested, 0.11% active; AID 764, 2007;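 active = GTP binding at least 20 percentage points away from the 100% baseline, in either direction, so actives lie on both sides; inconclusive = Compound likely fluorescent itself, or too few beads counted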
# Bim-Bcl-2 = inhibitors of Bim-Bcl-2 binding, primary screen, biochemical, multiplexed, human Bcl-2 family; Apoptosis regulator Bcl-2 (Homo sapiens), P10415; Bead-based flow cytometry, Bim peptide-Bcl-2 binding; inhibition, % at 10 µM; 190,000 tested, 0.06% active; AID 950, 2007; in the data active = inhibition above about 40%; inconclusive = no clear call, values can overlap the other calls;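 note: 0% = no compound wells with probe peptide and 100% = reference peptide inhibitor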
# Rab7 wt GTP bind = modulators of GTP binding to Rab7, primary screen, biochemical, wildtype, multiplex bead flow cytometry; Rab7 GTPase wild type (dog), Bodipy-FL-GTP binding; GST-Rab7 beads, fluorescent GTP binding; actives lie on both sides; untreated = 100%, excess cold GTP = 0%; GTP binding activity (percent of control), % at 10 µM; 190,000 tested, 0.055% active;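 active = fluorescent GTP binding to Rab7 beads changed by at least 20 points from the 100% baseline, either direction, mostly lower; inconclusive = compound itself probably fluorescent, or too few beads counted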;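 note: median green fluorescence of bound Bodipy-FL-GTP per Rab7 bead population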
# Cdc42 wt = modulators of GTP binding to wildtype Cdc42, primary screen, biochemical, multiplex bead flow cytometry, Bodipy-GTP. Cell division control protein 42 homolog (Homo sapiens), P60953. AID 761, 2007. GST-Cdc42 beads; actives lie on both sides. percent activity (GTP binding), % at 10 µM. 190,000 tested, 0.2% active;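 active = percent activity GTP binding at least 20 points away from the 100% baseline, either down as inhibitor or up as activator; inconclusive = compound flagged as likely green fluorescent from well-wide comparison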;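 note: median bead fluorescence of bound Bodipy-FL-GTP at 100 nM; 0% = excess unlabeled GTP control and 100% = no compound control; below 100% means less GTP binding so inhibitor and above means activator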
# Target sequence (P60953 whole entry, looked up): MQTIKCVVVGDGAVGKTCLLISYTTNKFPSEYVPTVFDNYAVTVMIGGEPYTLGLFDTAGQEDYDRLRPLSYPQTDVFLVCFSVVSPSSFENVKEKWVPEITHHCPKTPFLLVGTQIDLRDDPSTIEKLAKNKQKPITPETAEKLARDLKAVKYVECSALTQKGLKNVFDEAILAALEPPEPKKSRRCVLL
# HRas wt GTP = modulators of GTP binding to HRas wildtype, primary screen, biochemical, bead-based flow cytometry, multiplex; AID 759, 2007; GTP binding activity, % at 10 µM; 190,000 tested, 0.14% active; GST-Ras wt beads, Bodipy-FL-GTP binding; actives lie on both sides;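 active = GTP binding activity at least 20% away from the 100% baseline, either lowered as inhibitor or raised as activator; inconclusive = flagged as likely green fluorescent, judged across all proteins in the well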;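 note: 0% = unlabeled GTP competition control and 100% = no-compound control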
# Target sequence (P01112 whole entry, looked up): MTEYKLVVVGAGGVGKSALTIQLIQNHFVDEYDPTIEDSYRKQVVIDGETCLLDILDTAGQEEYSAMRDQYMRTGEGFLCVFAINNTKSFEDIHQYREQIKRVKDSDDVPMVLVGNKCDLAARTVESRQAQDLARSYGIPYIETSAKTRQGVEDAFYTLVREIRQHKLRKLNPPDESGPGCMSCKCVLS
# * hit, by the source's call; u = inconclusive; x = not tested or not shown; [ ] = another dose, or the depositor's remark. Cut-off read from the data, not from the text of the source, unless noted: active = inhibition above about 40%.
SMILES,Bim-Bcl-XL,Bim-Bfl-1,Bcl-B Bim block,Rac1 wt modul,Bcl-W Bim block,Rab2 wt GTP,Rac1 mut GTP,Bim-Bcl-2,Rab7 wt GTP bind,Cdc42 wt,HRas wt GTP
CC(C)N(CC(N)=O)C(=O)c1sc2cc(F)ccc2c1Cl,-2,-3,-2,95,-1,97,95,0,99,97,97
Cc1[nH]n(-c2ccc(Cl)cc2)c(=O)c1/C=N/c1nnc(-c2ccccc2)s1,-6,-1,-5,98,-2,96,97,-2,97,98,97
Cc1ccc2nc(SC(C)C(=O)Nc3cccc([N+](=O)[O-])c3)[nH]c2c1 (stereo not given),-9,-12,-9,102,-8,99,101,-7,100,101,100
Cn1c(SCC(=O)N2CCOCC2)nnc1-c1ccccc1,-2,-1,0,99,-1,100,98,-1,99,99,101
O=C(Cc1ccc(S(=O)(=O)N2CCCC2)s1)N1CCOCC1,-4,-12,-3,108,5,105,99,-10,99,101,103
Cc1cccc(C)c1NC(=O)NN1C(C)CCCC1C (stereo not given),2,0,0,99,-1,96,95,-1,96,96,95
O=C(O)c1ccc(NC(=S)NC(=O)c2cccc(COc3ccccc3)c2)cc1,-3,-2,-11,105,7,98,95,-1,102,96,101
Cc1nc(N2CCN(c3ccccc3)CC2)nc2c1C(=O)CCC2,-1,-2,-1,98,0,98,98,1,100,99,98
Cc1ccc(Cl)cc1Nc1nc(-c2sc(NC(=O)c3cccc(Cl)c3)nc2C)cs1,2,1,-3,100,2,100,100,-2,101,99,100
Cc1ccc(Sc2ncccc2C(=O)O)c(C)c1,-3,-1,-5,135*[activator],-1,124*[activator],127*[activator],0,106,126*[activator],123*[activator]
Cc1cccc(Oc2ncc(-c3ccc(Cl)cc3)cn2)c1C,-3,0,1,100,-1,101,97,0,101,100,101
CCCCn1c(SCC(=O)Nc2cc(C)on2)nnc1-c1ccco1,-5,0,0,97,-2,99,97,4,98,98,99
C/C(CC(=O)Nc1ccccn1)=N\NC(=O)c1cccc(C)c1,1,-6,-2,98,2,97,94,0,96,97,95
CC1=NN(C(=O)COc2ccc(C)c(C)c2)C(O)(c2ccccc2)C1 (stereo not given),-6,-6,-4,105,-5,100,98,-5,104,105,101
O=C(c1cccc(F)c1)N1CCN=C1SCc1cccnc1,-5,-13,-7,101,0,98,99,-9,99,99,102
CC(C)(C)c1ccc(/C=N/NC(=S)NCc2ccccc2)cc1,-4,3,-1,104,-4,97,101,0,98,97,102
Cc1sc2ncnc(NCc3ccccc3)c2c1C,0,-1,0,100,-3,100,99,-3,102,100,102
CCOC(=O)c1ccccc1NS(=O)(=O)c1ccc(C)cc1,-5,-1,-2,103,0,103,98,-4,100,105,103
Cc1ccc(NC(=O)C2c3ccccc3Oc3ccccc32)nc1,-3,-8,-4,95,1,95,91,-2,100,96,97
Cc1cc(N(CC(=O)O)S(C)(=O)=O)ccc1Br,12,7,7,100,6,101,99,8,102,100,100

# A different layout for four compounds above:
Cn1c(SCC(=O)N2CCOCC2)nnc1-c1ccccc1
  Bim-Bcl-XL: -2
  Bim-Bfl-1: -1
  Bcl-B Bim block: 0
  Rac1 wt modul: 99
  Bcl-W Bim block: -1
  Rab2 wt GTP: 100
  Rac1 mut GTP: 98
  Bim-Bcl-2: -1
  Rab7 wt GTP bind: 99
  Cdc42 wt: 99
  HRas wt GTP: 101
O=C(Cc1ccc(S(=O)(=O)N2CCCC2)s1)N1CCOCC1
  Bim-Bcl-XL: -4
  Bim-Bfl-1: -12
  Bcl-B Bim block: -3
  Rac1 wt modul: 108
  Bcl-W Bim block: 5
  Rab2 wt GTP: 105
  Rac1 mut GTP: 99
  Bim-Bcl-2: -10
  Rab7 wt GTP bind: 99
  Cdc42 wt: 101
  HRas wt GTP: 103
Cc1cccc(C)c1NC(=O)NN1C(C)CCCC1C (stereo not given)
  Bim-Bcl-XL: 2
  Bim-Bfl-1: 0
  Bcl-B Bim block: 0
  Rac1 wt modul: 99
  Bcl-W Bim block: -1
  Rab2 wt GTP: 96
  Rac1 mut GTP: 95
  Bim-Bcl-2: -1
  Rab7 wt GTP bind: 96
  Cdc42 wt: 96
  HRas wt GTP: 95
O=C(O)c1ccc(NC(=S)NC(=O)c2cccc(COc3ccccc3)c2)cc1
  Bim-Bcl-XL: -3
  Bim-Bfl-1: -2
  Bcl-B Bim block: -11
  Rac1 wt modul: 105
  Bcl-W Bim block: 7
  Rab2 wt GTP: 98
  Rac1 mut GTP: 95
  Bim-Bcl-2: -1
  Rab7 wt GTP bind: 102
  Cdc42 wt: 96
  HRas wt GTP: 101

# The listing picks up; the 3 compounds before the break are reprinted first.
SMILES,Bim-Bcl-XL,Bim-Bfl-1,Bcl-B Bim block,Rac1 wt modul,Bcl-W Bim block,Rab2 wt GTP,Rac1 mut GTP,Bim-Bcl-2,Rab7 wt GTP bind,Cdc42 wt,HRas wt GTP
CCOC(=O)c1ccccc1NS(=O)(=O)c1ccc(C)cc1,-5,-1,-2,103,0,103,98,-4,100,105,103
Cc1ccc(NC(=O)C2c3ccccc3Oc3ccccc32)nc1,-3,-8,-4,95,1,95,91,-2,100,96,97
Cc1cc(N(CC(=O)O)S(C)(=O)=O)ccc1Br,12,7,7,100,6,101,99,8,102,100,100
O=C(Nc1ccccc1-c1ccccc1)NC1CCN(C(=O)N2CCOCC2)CC1,-4,-1,-1,101,-3,97,96,-4,99,101,98
Oc1ccc(-c2[nH]ncc2-c2nc3ccccc3s2)c(O)c1,-1,-1,2,98,1,98,96,-1,103,94,99
Cc1cccc(NC(=S)N2CCC(C(N)=O)(N3CCCCC3)CC2)c1C,-17,-4,-6,99,-10,96,96,-5,105,90,96
O=C(C1=NN(c2ccccc2)C2C(=O)N(c3ccc(Cl)cc3)C(=O)C12)c1ccccc1 (stereo not given),-7,-13,-19,100,-6,98,99,-4,100,100,98
COc1cc(C(N)=O)cc(Cl)c1OCc1ccccc1,-1,0,-4,104,-2,101,95,-3,90,101,96
COc1ccc(C(=O)CSc2nnc(CN3CCCC3)n2-c2ccc(F)cc2)c(OC)c1,-5,-9,-5,99,-2,97,99,-3,96,96,98
CN(C)S(=O)(=O)c1cc(NC(=O)[C@H](Cc2ccccc2)N2C(=O)c3ccccc3C2=O)ccc1Cl,-6,-1,-11,102,-5,100,102,-7,104,103,102
CCn1cc(C(=O)OC)c(=O)c2cc(S(=O)(=O)N(C)C3CCCCC3)ccc21,-2,0,1,98,1,94,93,1,97,94,93
CCOC(=O)c1cnc(SC)nc1Oc1cccc(NC(=O)c2cccc(Cl)c2Cl)c1,-4,-2,-4,100,-2,100,95,-2,103,102,101
COc1ccc(C(C)=O)c2c(O)cccc12,-3,-10,-9,93,0,95,94,-9,94,96,94
Cn1c(SCC(=O)N/N=C/c2ccc([N+](=O)[O-])s2)nnc1-c1ccc(Cl)cc1,-7,-2,-9,103,-4,99,98,-2,102,100,99
COc1ccc(CNC(=O)C/C(C)=N/NC(=O)C(c2ccccc2)c2ccccc2)cc1,-9,-20,-11,101,-3,98,99,-8,99,97,98
CCC(C)(c1ccc(C=O)s1)c1ccc(C=O)s1,-5,-13,-4,105,0,101,100,-11,102,101,102
CCCCc1ccc(NS(=O)(=O)c2cccs2)cc1,x,x,x,101,x,99,97,u,100,99,100
C=CCNC(=O)NC(=O)COC(=O)c1nc2nccc(C)n2n1,1,1,-3,94,3,96,94,5,95,99,94
O=C(Nc1ccc2c3c(cccc13)CC2)c1cccc([N+](=O)[O-])c1,-6,-2,-8,95,-4,95,96,-2,94,93,96
COc1ccc(NC(=O)C(=O)NCCN2CCN(C(=O)c3ccco3)CC2)cc1,-1,0,-2,98,0,98,97,0,101,101,98
C/C(=N\OC(=O)c1ccc(Br)cc1)c1ccccn1,-2,-3,-3,102,-2,101,100,-4,97,103,100
CCOc1cc(CNc2ccc3[nH]c(=O)[nH]c3c2)ccc1OCC(=O)NC(C)(C)C,3,3,7,103,6,97,96,8,95,101,97
Cc1cccc(N=C2NC(=O)S/C2=C\c2ccco2)c1,1,2,0,100,0,96,96,1,101,101,97
C=COCCn1c(=N)n(CCC)c2ccccc21,-8,-19,-3,104,0,102,97,-6,98,100,102
CN(Cc1ccccc1)C(=O)COC(=O)C1=NNC(=O)CC1,-4,-1,-8,102,-2,97,101,1,99,101,99
Cc1ccc(S(=O)(=O)NCCOc2nc(N(C)C)nc(N3CCOCC3)n2)cc1,-2,-9,-8,112,3,97,99,-9,103,105,105
c1ccc(-n2nnnc2-c2cnc(-c3cccnc3)nc2-c2cccs2)cc1,-3,8,-6,97,-2,95,93,-10,95,93,92
CCOC(=O)c1cc2c(=O)n3cccc(C)c3nc2n(C)c1=N,-8,-3,-5,101,-4,99,98,-2,98,95,98
N#Cc1nc(-c2ccco2)oc1NCCc1ccccc1,2,0,-3,97,-3,94,93,-1,97,96,96
COc1ccc(N2C(=O)NC3CC2(C)Oc2ccccc23)cc1OC (stereo not given),-1,-1,-2,102,-1,100,99,-3,97,103,100
O=C(CSc1ccc2c(c1)OCCO2)Nc1ccc(Cl)cn1,-6,0,-3,89,-2,90,87,0,89,92,90
Cc1ccc(SCCNS(=O)(=O)c2ccc3c(c2)OCCO3)cc1,-1,-12,-4,101,0,96,94,-6,93,97,97
CC(C)Cn1c(N)c(C(=O)COC(=O)c2cc(C3CC3)nc3ccccc23)c(=O)n(C)c1=O,-3,-2,-4,106,-2,101,97,-1,104,104,103
CS(=O)(=O)Nc1nnc(C2CCCC2)s1,0,2,-2,98,2,95,96,-1,94,97,95
COC(=O)CSc1nc(C)c(Oc2ccccc2)c(=O)[nH]1,-15,-12,-4,103,6,100,100,-4,103,103,103

# This is a random part of the collection. About 0.62% of those tested had a hit in this group.
